Compound activity as filed in PubChem.
Bcl-2 Bim block – human Bim-Bcl-2 interaction inhibition | Bead-based flow cytometry, Bim peptide-Bcl-2 binding | inhibition, % at 10 µM | AID 950 | hit rate 0.06% among 190,000 | P10415; in the data active = inhibition above about 40%; inconclusive = no clear call, values can overlap the other calls;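 note: 0% = no compound wells with probe peptide and 100% = reference peptide inhibitor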
Bim-Bcl-W – human Bim-Bcl-W interaction inhibition; hit rate 0.02% among 190,000; Q92843; bead-based flow cytometry, Bim peptide-Bcl-W binding; inhibition, % at 10 µM;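 note: 0% = bound tracer without compound and 100% = peptide blocker; higher means less fluorescent Bim peptide bound to Bcl-W beads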
Target sequence (Q92843 whole entry, looked up): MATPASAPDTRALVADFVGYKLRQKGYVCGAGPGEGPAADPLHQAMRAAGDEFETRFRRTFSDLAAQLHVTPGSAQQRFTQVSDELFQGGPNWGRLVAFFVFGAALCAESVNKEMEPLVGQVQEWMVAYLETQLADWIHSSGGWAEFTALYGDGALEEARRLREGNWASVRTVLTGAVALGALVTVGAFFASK
ABCG2 inh – inhibitors of human ABCG2 transporter, ABCB1 counter-screen | inhibition, % at 6.6 µM | IgMXP3 cells, JC-1 efflux, flow cytometry | hit rate 0.1% among 190,000 | AID 1325 | Q9UNQ0;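 active = inhibition above 80%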;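 note: 0% = DMSO and 100% = nicardipine control wells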
Target sequence (Q9UNQ0 whole entry, looked up): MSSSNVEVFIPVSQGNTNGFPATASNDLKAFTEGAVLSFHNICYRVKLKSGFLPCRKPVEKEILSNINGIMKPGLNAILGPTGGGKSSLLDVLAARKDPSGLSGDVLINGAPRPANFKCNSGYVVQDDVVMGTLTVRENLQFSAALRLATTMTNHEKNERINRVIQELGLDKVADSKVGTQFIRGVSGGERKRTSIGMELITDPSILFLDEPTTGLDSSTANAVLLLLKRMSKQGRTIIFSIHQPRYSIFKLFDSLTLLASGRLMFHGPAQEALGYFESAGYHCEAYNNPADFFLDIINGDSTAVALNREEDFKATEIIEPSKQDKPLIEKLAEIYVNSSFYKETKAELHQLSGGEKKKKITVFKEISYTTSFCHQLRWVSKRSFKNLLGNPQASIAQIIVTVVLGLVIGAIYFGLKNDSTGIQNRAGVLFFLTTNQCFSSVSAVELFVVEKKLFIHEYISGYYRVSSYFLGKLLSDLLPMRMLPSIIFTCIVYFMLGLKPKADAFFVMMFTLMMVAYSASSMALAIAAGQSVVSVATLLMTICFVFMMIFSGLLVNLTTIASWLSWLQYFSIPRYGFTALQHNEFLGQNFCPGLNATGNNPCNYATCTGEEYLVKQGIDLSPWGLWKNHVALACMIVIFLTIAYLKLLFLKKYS
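System: two drug-resistant human cell lines, ABCG2 and ABCB1; controls: nicardipine high and DMSO low controls; times: 10 min exposure at 25 °C with rotation, no wash; detection: flow cytometry of retained JC-1 fluorescence; read-out basis: percent efflux inhibition, scaled nicardipine 100% to DMSO 0%; doses: one concentration, 6.6 µM final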
Avidin bead fluor – compound fluoresces at 488/530 nm on avidin beads | fluorescence (KMESF) at 10 µM | compound fluorescence 488/530 nm, flow cytometry; hits give high values | hit rate 0.38% among 220,000; in the data active = fluorescence above about 47; note: inactives centre near 10
Bcl-B Bim block – disrupts Bim peptide binding to human Bcl-B; Q9HD36; hit rate 0.073% among 190,000; inhibition, % at 10 µM; bead-based flow cytometry;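 note: 0% = tracer peptide without compound and 100% = reference inhibitor peptide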
Target sequence (Q9HD36 whole entry, looked up): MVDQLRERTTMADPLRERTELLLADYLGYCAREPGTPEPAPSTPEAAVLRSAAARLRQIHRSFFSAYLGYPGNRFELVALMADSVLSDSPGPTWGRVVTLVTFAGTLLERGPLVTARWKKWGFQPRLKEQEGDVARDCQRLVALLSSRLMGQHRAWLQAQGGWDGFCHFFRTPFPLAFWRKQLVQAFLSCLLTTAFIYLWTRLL
RGS7-Gao reg – human RGS7-Galphao interaction regulation | P09471 | hit rate 0.35% among 220,000 | Multiplexed bead flow cytometry, RGS7-Galphao binding; actives lie on both sides | binding response (% of control), % at 10 µM; in the data active = binding response below about 49% or above about 150%; inconclusive = no clear call, values can overlap the other calls; inactive = in between;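 note: fluorescent Galphao held in activated GDP-AlF4 state binding bead-coupled RGS7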
Bim-Bcl-XL – disrupts Bim peptide binding to human Bcl-XL; hit rate 0.04% among 190,000; AID 1007; Q07817; inhibition, % at 10 µM; bead flow cytometry, fluorescence
Bfl-1 Bim block – human Bim-Bfl-1 interaction inhibition; Bead-based flow cytometry, Bim-Bfl-1 binding inhibition; Q16548; inhibition, % at 10 µM; hit rate 0.12% among 190,000;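 note: 0% = wells without compound plus tracer and 100% = blocker peptide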
RGS4-Gao reg – human RGS4-Galphao interaction regulation. Multiplexed bead flow cytometry, RGS4-Galphao binding; actives lie on both sides. hit rate 0.33% among 220,000. P09471. binding response (% of control), % at 10 µM; in the data active = binding response below about 49% or above about 150%; inactive = in between;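 note: fluorescent Galphao activated with aluminum fluoride binding bead-coupled RGS4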
GSH fluor – GSH bead compound fluorescence profile | GSH beads flow cytometry, compound fluorescence 488/530 nm; hits give high values | fluorescence (KMESF) at 10 µM | hit rate 0.25% among 190,000; in the data active = fluorescence above about 89;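 note: glutathione beads carrying GST-tagged Bcl family fusion proteins plus one bare bead set; values are compound well signal with DMSO vehicle wells as background; inactives centre near 16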
ABCB1 block – blocks JC-1 efflux by human ABCB1 transporter; P08183; inhibition, % at 6.6 µM; AID 1326; hit rate 0.067% among 190,000; CCRF-Adr cells, flow cytometry; in the data active = inhibition above about 40%;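 note: 0% = vehicle and 100% = reference inhibitor; higher value means more JC-1 retained so stronger ABCB1 efflux block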
Numbers without * were called inactive. Cut-off read from the data, not from the text of the source, unless noted: active = inhibition above about 40%.

Results for O=C1C(c2ccnc3ccccc23)=C(O)c2ccccc21 ?
Bcl-2 Bim block: -17; Bim-Bcl-W: -8; ABCG2 inh: 9; Avidin bead fluor: 4; Bcl-B Bim block: -22; RGS7-Gao reg: 106; Bim-Bcl-XL: -8; Bfl-1 Bim block: -3; RGS4-Gao reg: 106; GSH fluor: 128*; ABCB1 block: 0.2

Results for O=C(/C=C/c1c(Cl)nc2ccccn12)N1CCN(c2ccc(F)cc2)CC1 ?
Bcl-2 Bim block: -3; Bim-Bcl-W: 0; ABCG2 inh: 4; Avidin bead fluor: 10; Bcl-B Bim block: 0; RGS7-Gao reg: inconclusive; Bim-Bcl-XL: 1; Bfl-1 Bim block: -4; RGS4-Gao reg: 97; GSH fluor: 12; ABCB1 block: 0.8

What do the screens show for `C=CCN(C(=O)c1csnn1)C(C(=O)NC(C)(C)C)c1ccncc1` (stereo not given)?
Bcl-2 Bim block: -2; Bim-Bcl-W: -5; ABCG2 inh: 1; Avidin bead fluor: 11; Bcl-B Bim block: -5; RGS7-Gao reg: 104; Bim-Bcl-XL: -5; Bfl-1 Bim block: -8; RGS4-Gao reg: 101; GSH fluor: 17; ABCB1 block: 0.4

How did O=C(c1cc2cc(Br)cc(Br)c2oc1=O)N1CCCC1 do in these assays?
Bcl-2 Bim block: 1; Bim-Bcl-W: -2; ABCG2 inh: 0; Avidin bead fluor: 8; Bcl-B Bim block: -5; RGS7-Gao reg: 99; Bim-Bcl-XL: -2; Bfl-1 Bim block: -1; RGS4-Gao reg: 99; GSH fluor: 23; ABCB1 block: 0.5

What do the screens show for `Cc1c(C(=O)NCCC2=CCCCC2)oc2ccc(S(=O)(=O)N3CCOCC3)cc12`?
Bcl-2 Bim block: -4; Bim-Bcl-W: -1; ABCG2 inh: 4; Avidin bead fluor: 7; Bcl-B Bim block: -5; RGS7-Gao reg: 97; Bim-Bcl-XL: -2; Bfl-1 Bim block: -7; RGS4-Gao reg: 101; GSH fluor: 4; ABCB1 block: 0.7

What do the screens show for `CCOC(=O)c1c(C)[nH]c(C(=O)CSc2ccccc2)c1C`?
Bcl-2 Bim block: -1; Bim-Bcl-W: -3; ABCG2 inh: 4; Avidin bead fluor: 33; Bcl-B Bim block: 0; RGS7-Gao reg: 96; Bim-Bcl-XL: 1; Bfl-1 Bim block: -1; RGS4-Gao reg: 100; GSH fluor: 12; ABCB1 block: 0.3

How did COc1ccc(CCN2C(=O)C(O)=C(C(C)=O)C2c2ccccc2OC)cc1OC (stereo not given) do in these assays?
Bcl-2 Bim block: 1; Bim-Bcl-W: 2; Avidin bead fluor: 5; Bcl-B Bim block: -3; RGS7-Gao reg: 103; Bim-Bcl-XL: -1; Bfl-1 Bim block: -9; RGS4-Gao reg: 106; GSH fluor: 16

What do the screens show for `CCC(C)(C)n1nnnc1C(c1ccc(C)cc1)N1CCSCC1` (stereo not given)?
Bcl-2 Bim block: 1; Bim-Bcl-W: -3; ABCG2 inh: -11; Avidin bead fluor: 8; Bcl-B Bim block: -3; RGS7-Gao reg: 104; Bim-Bcl-XL: -7; Bfl-1 Bim block: -3; RGS4-Gao reg: 104; GSH fluor: 23; ABCB1 block: -1.5

What do the screens show for `O=C(N/N=C/c1c[nH]c2ccccc12)c1ccncc1`?
Bcl-2 Bim block: -2; Bim-Bcl-W: -1; ABCG2 inh: -9; Avidin bead fluor: 12; Bcl-B Bim block: -5; RGS7-Gao reg: 110; Bim-Bcl-XL: -3; Bfl-1 Bim block: 0; RGS4-Gao reg: 109; GSH fluor: 5; ABCB1 block: -0.1

What do the screens show for `Cc1ccc(-n2c(O)c(/C=N/NC(=O)C3COc4ccccc4O3)c3ccccc3c2=O)cc1` (stereo not given)?
Bcl-2 Bim block: 0; Bim-Bcl-W: -2; ABCG2 inh: 2; Avidin bead fluor: 14; Bcl-B Bim block: -2; RGS7-Gao reg: 101; Bim-Bcl-XL: -4; Bfl-1 Bim block: 0; RGS4-Gao reg: 101; GSH fluor: 8; ABCB1 block: -0.2

What do the screens show for `CC(=O)Nc1ccc(NC(=O)C2CCCN2/C=C/C(=O)C(F)(F)F)cc1` (stereo not given)?
Bcl-2 Bim block: -3; Bim-Bcl-W: -1; ABCG2 inh: -1; Avidin bead fluor: 11; Bcl-B Bim block: -4; RGS7-Gao reg: 98; Bim-Bcl-XL: -5; Bfl-1 Bim block: -4; RGS4-Gao reg: 86; GSH fluor: 14; ABCB1 block: -0.2

What do the screens show for `Clc1ccc(C2C3=C(Nc4ncnn42)c2ccccc2CC3)cc1` (stereo not given)?
Bcl-2 Bim block: 0; Bim-Bcl-W: -1; ABCG2 inh: 2; Avidin bead fluor: 15; Bcl-B Bim block: 1; RGS7-Gao reg: 96; Bim-Bcl-XL: 0; Bfl-1 Bim block: 0; RGS4-Gao reg: 99; GSH fluor: 13; ABCB1 block: 0.6

Results for CC(=O)NC(Cc1cc(C)ccc1C)C(=O)N1CCN(C(=O)Nc2ccc(C(C)=O)cc2)CC1 (stereo not given) ?
Bcl-2 Bim block: 0; Bim-Bcl-W: 1; ABCG2 inh: 6; Avidin bead fluor: 22; Bcl-B Bim block: 3; RGS7-Gao reg: 101; Bim-Bcl-XL: 0; Bfl-1 Bim block: -3; RGS4-Gao reg: 105; GSH fluor: 52; ABCB1 block: 0.4

What do the screens show for `C=CCN1C(=O)c2ccc(C(=O)OCC(=O)N(C)C3CCCCC3)cc2C1=O`?
Bcl-2 Bim block: 0; Bim-Bcl-W: -3; ABCG2 inh: 2; Avidin bead fluor: 9; Bcl-B Bim block: 0; RGS7-Gao reg: inconclusive; Bim-Bcl-XL: 0; Bfl-1 Bim block: -4; RGS4-Gao reg: 101; GSH fluor: 12; ABCB1 block: 0.5

Results for O=C(Nc1cc2c(cc1Br)OCCO2)c1ccco1 ?
Bcl-2 Bim block: 0; Bim-Bcl-W: -5; ABCG2 inh: 4; Avidin bead fluor: 22; Bcl-B Bim block: -4; RGS7-Gao reg: 98; Bim-Bcl-XL: -4; Bfl-1 Bim block: -2; RGS4-Gao reg: 99; GSH fluor: 11; ABCB1 block: 0.1

Results for Cc1cccc(NC(=S)NNC(=O)c2ccc3c(c2)OCO3)c1 ?
Bcl-2 Bim block: -6; Bim-Bcl-W: -20; ABCG2 inh: -1; Avidin bead fluor: 1; Bcl-B Bim block: -48; RGS7-Gao reg: 99; Bim-Bcl-XL: -22; Bfl-1 Bim block: -3; RGS4-Gao reg: 96; GSH fluor: 17; ABCB1 block: -0.7

What do the screens show for `O=C(Nc1ccc(N2CCCCC2)c(Cl)c1)c1ncn[nH]1`?
Bcl-2 Bim block: -6; Bim-Bcl-W: -3; ABCG2 inh: 13; Avidin bead fluor: 13; Bcl-B Bim block: -17; RGS7-Gao reg: 96; Bim-Bcl-XL: -7; Bfl-1 Bim block: -3; RGS4-Gao reg: 94; GSH fluor: 16; ABCB1 block: -0.1

Results for O=C(N/N=C/c1ccc(F)cc1)c1ccc(Br)cc1 ?
Bcl-2 Bim block: -10; Bim-Bcl-W: -2; ABCG2 inh: 20; Avidin bead fluor: 14; Bcl-B Bim block: -7; RGS7-Gao reg: 102; Bim-Bcl-XL: -7; Bfl-1 Bim block: -14; RGS4-Gao reg: 103; GSH fluor: 35; ABCB1 block: -0.4

How did Clc1ccccc1OCCCCn1ccnc1 do in these assays?
Bcl-2 Bim block: -5; Bim-Bcl-W: -7; ABCG2 inh: 1; Avidin bead fluor: 7; Bcl-B Bim block: -2; RGS7-Gao reg: 114; Bim-Bcl-XL: -4; Bfl-1 Bim block: -5; RGS4-Gao reg: 110; GSH fluor: 9; ABCB1 block: 0.0

What do the screens show for `CCCCNC(=O)C(=O)N/N=C/c1ccc(OCC(=O)Nc2cccc(OC)c2)c(OC)c1`?
Bcl-2 Bim block: 0; Bim-Bcl-W: -3; ABCG2 inh: 5; Avidin bead fluor: 3; Bcl-B Bim block: -4; RGS7-Gao reg: 100; Bim-Bcl-XL: -5; Bfl-1 Bim block: 0; RGS4-Gao reg: 101; GSH fluor: 8; ABCB1 block: 0.8

What do the screens show for `CC(NC(=O)/C(C#N)=C/c1cccs1)c1ccccc1` (stereo not given)?
Bcl-2 Bim block: -3; Bim-Bcl-W: 1; ABCG2 inh: 5; Avidin bead fluor: 11; Bcl-B Bim block: -3; RGS7-Gao reg: 104; Bim-Bcl-XL: -1; Bfl-1 Bim block: -5; RGS4-Gao reg: 100; GSH fluor: 27; ABCB1 block: 0.1

How did O=S1(=O)N=C(N(CCO)/N=C/c2ccccc2)c2ccccc21 do in these assays?
Bcl-2 Bim block: 4; Bim-Bcl-W: 11; ABCG2 inh: 25; Avidin bead fluor: 6; Bcl-B Bim block: 14; RGS7-Gao reg: 102; Bim-Bcl-XL: 21; Bfl-1 Bim block: 1; RGS4-Gao reg: 101; GSH fluor: 13; ABCB1 block: 28

What do the screens show for `Cc1ccsc1C(=O)OCC(=O)c1cc2ccccc2o1`?
Bcl-2 Bim block: -13; Bim-Bcl-W: -3; ABCG2 inh: 4; Avidin bead fluor: 13; Bcl-B Bim block: -14; RGS7-Gao reg: 100; Bim-Bcl-XL: -11; Bfl-1 Bim block: -12; RGS4-Gao reg: 102; GSH fluor: 37; ABCB1 block: 0.8

What do the screens show for `CC(C)OCCCNC(=O)C1CC(=O)N(C2CCCCCCC2)C1` (stereo not given)?
Bcl-2 Bim block: 0; Bim-Bcl-W: -1; ABCG2 inh: 2; Avidin bead fluor: 28; Bcl-B Bim block: 1; RGS7-Gao reg: 100; Bim-Bcl-XL: 0; Bfl-1 Bim block: -1; RGS4-Gao reg: 104; GSH fluor: 19; ABCB1 block: 0.8

Results for COc1ccc(C(=O)OCC(=O)N2C(C)CCCC2C)cc1[N+](=O)[O-] (stereo not given) ?
Bcl-2 Bim block: 0; Bim-Bcl-W: 0; ABCG2 inh: 11; Avidin bead fluor: 10; Bcl-B Bim block: 0; RGS7-Gao reg: inconclusive; Bim-Bcl-XL: -1; Bfl-1 Bim block: -6; RGS4-Gao reg: 105; GSH fluor: 20; ABCB1 block: 2.9

How did Cc1ccccc1-c1nc(SCc2ccccn2)c2c(=O)n(C)c(=O)n(C)c2n1 do in these assays?
Bcl-2 Bim block: 4; Bim-Bcl-W: 3; ABCG2 inh: 1; Avidin bead fluor: 11; Bcl-B Bim block: -2; RGS7-Gao reg: inconclusive; Bim-Bcl-XL: 2; Bfl-1 Bim block: -2; RGS4-Gao reg: 98; GSH fluor: 17; ABCB1 block: 0.2

Results for COc1ccc(NC2=C(C(C)=O)C(c3ccc(OC)c(OC)c3)C(C(C)=O)C(C)(O)C2)cc1 (stereo not given) ?
Bcl-2 Bim block: 0; Bim-Bcl-W: 0; ABCG2 inh: 3; Avidin bead fluor: 22; Bcl-B Bim block: 1; RGS7-Gao reg: 95; Bim-Bcl-XL: -1; Bfl-1 Bim block: 5; RGS4-Gao reg: 95; GSH fluor: 15; ABCB1 block: 2.1
